Compound activity as filed in PubChem BioAssay.
All columns: NCI-60 one-dose screen, growth in % after 48 h at 10 µM unless noted; 100 = growth as untreated, 0 = no growth, -100 = all killed.
MCF7: MCF7 breast cancer; actives 6.3% (n = 82,000)
RPMI-8226: RPMI-8226 leukemia cells. actives 7.5% (n = 77,000)
MOLT-4: MOLT-4 leukemia cells. actives 6.9% (n = 80,000)
CCRF-CEM: CCRF-CEM leukemia | actives 7% (n = 77,000) | AID 1794778
K-562: K-562 leukemia; actives 7.4% (n = 78,000)
SR: SR leukemia cells | AID 1794780 | actives 8.7% (n = 73,000)
MDA-MB-468: MDA-MB-468 breast cancer. actives 8.5% (n = 78,000)
MDA-MB-231: MDA-MB-231 breast cancer; actives 5% (n = 81,000)
* = called active by the depositor; . = not tested or not shown. The calls were made as follows: active = growth percent below 10; inactive = the rest.

SMILES | MCF7 | RPMI-8226 | MOLT-4 | CCRF-CEM | K-562 | SR | MDA-MB-468 | MDA-MB-231
CCOC(=O)C1=C(C)N=C2SC=C(c3ccc(Cl)cc3)N2[C@H]1c1cn(-c2ccccc2)nc1-c1ccc(F)cc1 | 61.6 | 48.2 | 78.4 | 42.2 | 94.6 | 56.2 | 62.7 | 77.3
Cc1cc(O)c(C2=NN(c3ccc(S(N)(=O)=O)cc3)C(c3ccc(Cl)cc3)C2)c(C)c1Cl (configuration not stated) | 13.0 | -37.6* | 14.3 | 11.6 | 21.0 | -24.1* | 43.7 | 59.0
NC(=O)NN=C1CCCC1 | 100.2 | 98.4 | 92.9 | . | 97.6 | 87.7 | 107.6 | 103.9
CS(=O)(=O)c1c(Nc2ccccc2)n[nH]c1N | 100.9 | 97.8 | 98.6 | 91.1 | 93.2 | . | 109.7 | 103.4
N#CCc1ccc(N(CCO)CCO)cc1 | 96.9 | 84.4 | 88.8 | 99.7 | 95.4 | 87.4 | 87.8 | 101.6
COc1ccc(/C=C/C(=O)c2ccc(NC(=O)CSc3nnc(-c4ccc(OC)c(OC)c4)n3-c3ccccc3)cc2)cc1 | -8.3* | -25.0* | 10.8 | -20.9* | 8.4* | -38.2* | 60.2 | 1.4*
O=C1c2ccccc2C(=O)c2c1cccc2N1CCOCC1 | 88.1 | 75.7 | 91.1 | 72.3 | 74.6 | 103.7 | 86.0 | 76.7
O=C1OC2CC13Cc1ccccc1C3(C(=O)O)CC2I (configuration not stated) | 100.1 | 99.8 | 86.5 | 95.1 | 88.5 | 84.0 | 96.0 | 121.6
COc1ccc(N2C(=O)C(OC)C2c2ccc(F)cc2)cc1 (configuration not stated) | 100.0 | 103.4 | 101.0 | 104.2 | 103.0 | . | 114.3 | 104.4
Cc1cc(C(c2ccccc2)c2ccccc2)ccc1NS(=O)(=O)c1ccccc1 | 88.3 | 71.0 | 59.7 | 82.4 | 65.1 | 74.7 | 111.4 | 88.5
C[C@](N)(Cc1ccc(O)c(O)c1)C(=O)O | 101.8 | 94.7 | 78.3 | 92.9 | 92.1 | 100.0 | 106.2 | 90.0
COC1=C(NC(C)(C)C)C(=O)C(OC)=C(NC(C)(C)C)C1=O | 94.1 | 104.7 | 84.8 | 102.5 | 104.5 | 74.2 | 108.7 | 100.3
COc1ccc(Oc2nc(Nc3ccc(N4CCOCC4)cc3)ncc2N=Cc2cc(OC)cc(OC)c2)cc1 | 99.0 | 86.4 | 87.6 | 100.7 | 92.9 | 86.5 | 103.2 | 93.0
Cc1cccc2cc(-c3cc4ccccc4[nH]3)c(=O)oc12 | 68.0 | 113.0 | 103.2 | 96.6 | 99.2 | 97.2 | . | 84.2
O=C(O)c1cccc2c(=O)c3ccccc3oc12 | 103.3 | 102.7 | 108.4 | 99.8 | 100.3 | 105.3 | 100.2 | 117.5
O=C(O)C1CCN(c2ncc(-c3ccc4c(c3)OCCCO4)s2)CC1 | 97.3 | 84.6 | 100.9 | 98.9 | 91.3 | 102.5 | 116.2 | 102.5
Cc1ncc(C(O)c2ccc(N(C)C)cc2)n1Cc1ccccc1 (configuration not stated) | 86.2 | 100.1 | 110.0 | 102.0 | 120.1 | 108.1 | 93.4 | 104.4
O=C1c2c(O)ccc(O)c2C(=O)c2c(O)c(O)cc(O)c21 | 106.1 | 97.9 | . | 95.8 | 108.6 | . | . | 110.7
COc1ccc(C2=NN(c3ccc(S(N)(=O)=O)cc3)C(c3ccc(Cl)cc3)C2)c(O)c1 (configuration not stated) | 28.2 | 4.3* | 32.5 | 26.8 | 23.0 | 16.1 | 61.7 | 76.5
CCCCCCN=C(N)CCCCCCCCCCC(N)=NCCCCCC | 14.9 | 28.8 | 38.2 | 29.5 | 13.5 | 61.7 | -8.1* | 32.1
CC(C)OC(=O)COc1ccc(Cl)cc1Cl | 92.7 | 104.5 | 97.8 | 112.4 | 101.3 | 93.8 | 112.8 | 103.0
O=C(CCN1C(=O)/C(=C/c2ccc(Cl)cc2)SC1=S)NCCCN1CCOCC1 | 90.1 | 102.9 | 102.2 | 103.3 | 97.8 | 102.5 | 100.3 | 100.4
Cc1nn(-c2ccc(Cl)cc2)c(C)c1N=Nc1ccc(Br)cc1 | 91.9 | 85.3 | 91.1 | 84.9 | 90.5 | 100.7 | 109.4 | 98.7
O=c1[nH]n(C(=S)N/N=C/c2ccc([N+](=O)[O-])cc2)c(=O)c2ccccc12 | 88.6 | 100.3 | 102.1 | 98.1 | 98.1 | 92.9 | 107.0 | 98.3
Nn1c(CCl)nc2c(cnn2-c2ccccc2)c1=O | 99.5 | 103.2 | 99.6 | 106.5 | 95.2 | 99.6 | 109.0 | 96.0

Some of the entries so far, tab-delimited:
smiles	MCF7	RPMI-8226	MOLT-4	CCRF-CEM	K-562	SR	MDA-MB-468	MDA-MB-231
COc1ccc(Oc2nc(Nc3ccc(N4CCOCC4)cc3)ncc2N=Cc2cc(OC)cc(OC)c2)cc1	99.0	86.4	87.6	100.7	92.9	86.5	103.2	93.0
Cc1cccc2cc(-c3cc4ccccc4[nH]3)c(=O)oc12	68.0	113.0	103.2	96.6	99.2	97.2	.	84.2
O=C(O)c1cccc2c(=O)c3ccccc3oc12	103.3	102.7	108.4	99.8	100.3	105.3	100.2	117.5
O=C(O)C1CCN(c2ncc(-c3ccc4c(c3)OCCCO4)s2)CC1	97.3	84.6	100.9	98.9	91.3	102.5	116.2	102.5

The main list resumes, starting two compounds before the break.
SMILES | MCF7 | RPMI-8226 | MOLT-4 | CCRF-CEM | K-562 | SR | MDA-MB-468 | MDA-MB-231
O=c1[nH]n(C(=S)N/N=C/c2ccc([N+](=O)[O-])cc2)c(=O)c2ccccc12 | 88.6 | 100.3 | 102.1 | 98.1 | 98.1 | 92.9 | 107.0 | 98.3
Nn1c(CCl)nc2c(cnn2-c2ccccc2)c1=O | 99.5 | 103.2 | 99.6 | 106.5 | 95.2 | 99.6 | 109.0 | 96.0
CCOC(=O)CCCn1c(-c2ccccc2)cc(-c2ccccc2)c(C#N)c1=O | 89.6 | 87.2 | 82.1 | 88.4 | 81.8 | 63.7 | . | 86.8
Cc1nn(-c2nc3ccccc3[nH]2)c2c1C(c1ccc(OCc3ccc(F)cc3)cc1)CC(=O)N2 (configuration not stated) | 81.4 | 76.3 | 7.5* | 52.8 | 87.6 | 67.5 | 65.3 | 42.8
O=C(NCCc1ccc(O)c(O)c1)c1ccccc1Nc1ccnc(C(F)(F)F)c1 | 97.7 | 76.0 | 86.4 | 69.5 | 95.4 | . | 88.9 | 83.9
C[C@@H]1CCCCCCCCC[C@H](O)C(=O)C[C@@H](SC[C@@H](O)C(=O)O)C(=O)O1 | 33.9 | -2.4* | 70.2 | 59.4 | 15.5 | 74.4 | 103.6 | 96.0
COC(=O)/C=C1/S/C(=N\N=C\c2ccc(OCC(F)(F)F)cc2)N(c2ccccc2)C1=O | 66.8 | 94.2 | 86.6 | 86.5 | 74.3 | 75.3 | 52.4 | 78.5
COc1ccc(CC(Cc2ccc(OC)c(OC)c2)NC=O)cc1OC | 97.3 | 102.2 | 96.1 | 107.2 | 94.1 | . | 111.0 | 98.6
O=C1COCCN1c1ccc(N2C(=O)C(Cl)C2c2cn(Cc3ccccc3)c3ccccc23)cc1 (configuration not stated) | 102.5 | . | 93.9 | 95.7 | 93.0 | 98.4 | 109.3 | 100.7
CCN(CC)CCOc1ccc2c(-c3ccccc3)c(-c3ccc(OC)cc3)c(=O)oc2c1 | 61.3 | 48.8 | 35.4 | 75.3 | 25.0 | 21.9 | 44.5 | 67.3
Fc1ccc(N(c2nc(Cl)nc(Cl)n2)c2nc(Cl)nc(Cl)n2)cc1 | 91.4 | 99.7 | 94.1 | 99.3 | 90.6 | 91.2 | 104.0 | 110.5
NC(N)=NS(=O)(=O)c1ccc(N=Nc2c(N)nn(-c3ccc([N+](=O)[O-])cc3[N+](=O)[O-])c2N)cc1 | 96.2 | 99.1 | 99.4 | 97.7 | 87.4 | 107.1 | 106.3 | 102.3
COc1ccc(Cl)c([N+](=O)[O-])c1 | 95.5 | 106.4 | 95.2 | 108.8 | 99.8 | 93.1 | 99.9 | 101.9
O=[N+]([O-])c1ccc(/C=N/n2cnnc2)cc1 | 97.1 | 102.1 | 78.7 | 97.4 | 95.7 | . | 95.7 | 113.4
Cc1[nH]c(C(=O)Nc2ccc3nc(OCCN4CCOCC4)ccc3c2)c(Cl)c1Cl | 68.8 | 56.7 | 80.6 | 70.9 | 68.8 | 30.8 | 62.8 | 33.4
N#Cc1c(-c2ccco2)nc(SCC(=O)Nc2cccc(Cl)c2)[nH]c1=O | 99.8 | 99.3 | 104.9 | 97.1 | 106.0 | 86.4 | . | 98.5
O=C(CSc1nnc(-c2ccc(-c3nc4ccc(Cl)cc4[nH]3)cc2)o1)Nc1ccccc1 | 33.3 | 45.6 | 10.7 | 41.5 | 12.3 | 10.9 | 90.9 | -52.0*
COc1ccc(/C=N\NC(=O)c2ccc3nc(-c4ccc(Br)cc4)[nH]c3c2)cc1 | 15.8 | 42.1 | 61.9 | 53.2 | 11.6 | 11.8 | 32.1 | 48.6
O=C(/C=C/c1ccco1)c1ccc(Cl)cc1 | 53.5 | 84.6 | 91.6 | 86.9 | 107.4 | 62.4 | 62.1 | 102.3
CN1CCN(C(=O)[C@@]2(C)CC[C@]3(C)CC[C@]4(C)C(=CC[C@@H]5[C@@]6(C)C/C(=C/c7cccnc7)C(=O)C(C)(C)[C@@H]6CC[C@]54C)[C@@H]3C2)CC1 | 59.8 | 42.2 | 47.4 | 54.3 | 38.3 | . | 65.4 | 83.9
O=C(Nc1cccc(-n2cc(-c3ccncc3)c(-c3ccc(Cl)c(O)c3)n2)c1)Nc1cc(C(F)(F)F)cc(C(F)(F)F)c1 | 2.7* | -10.9* | -18.5* | -16.0* | -19.5* | . | -23.9* | -88.9*
Cn1c2ccccc2c2c3c(c4c5cc(F)ccc5oc4c21)C(=O)NC3=O | 63.0 | 97.4 | 100.7 | 94.6 | 98.7 | 104.2 | 76.3 | 82.3
c1ccc(C2=Nc3ccccc3SC2)cc1 | 86.4 | 93.8 | 111.2 | 86.9 | 124.2 | 106.5 | 122.2 | 100.9
CCOC(=O)Cc1nc(N)n(C(=S)Nc2ccc(Cl)cc2)n1 | . | 121.2 | 116.4 | 116.2 | 132.9 | 131.9 | 111.0 | 92.9
O=C1Nc2ccccc2/C1=C/c1cn(CCCn2c3ccccc3c(=O)c3ccccc32)c2ccccc12 | 47.3 | 90.0 | 77.7 | 98.4 | 91.7 | 84.0 | 96.4 | 67.9
c1ccc(-n2ccc(-c3nn[nH]n3)n2)cc1 | 102.3 | 100.1 | 100.3 | 95.6 | 85.7 | 103.3 | 104.7 | .
C=CC(C)(C)[C@]1(C[C@@H]2NC(=O)[C@@H]3CCCN3C2=O)C(=O)Nc2c1ccc1c2C=CC(C)(C)O1 | 96.8 | 104.6 | 97.4 | 109.2 | 94.2 | 89.8 | 96.8 | 98.5
Later entries
SMILES | MCF7 | RPMI-8226 | MOLT-4 | CCRF-CEM | K-562 | SR | MDA-MB-468 | MDA-MB-231
N#Cc1c(-c2c[nH]c3ccccc23)cc(-c2c[nH]c3ccccc23)[nH]c1=O | 70.3 | 91.1 | 96.6 | 94.3 | 96.6 | 85.9 | 78.6 | 84.0
NC(N)=NS(=O)(=O)c1ccc(N=NC2C(=O)NNC2=O)cc1 | 90.9 | 102.9 | 105.5 | 107.3 | 99.4 | 98.5 | 98.1 | 97.3
Cc1nn(-c2ccccc2)c(N)c1N=C1NC(=O)/C(=C/c2ccc(Cl)cc2)S1 | 70.9 | 49.5 | 87.9 | 68.2 | 73.2 | 34.1 | . | 104.6
COc1ccc(-c2nc(SCC(=O)c3ccc(Cl)cc3)[nH]c(=O)c2C#N)cc1 | 90.3 | 93.2 | 86.6 | 88.3 | 90.1 | 81.1 | 92.5 | 94.2
C[C@@H](C(=O)O)c1ccc2c3cc(Cl)ccc3n(Cc3cc(=O)oc4ccc(Cl)cc34)c2c1 | 90.7 | 108.7 | 101.4 | 104.9 | 98.2 | 94.7 | 112.7 | 106.1
CC1=C(C)CC2C(=O)OC(=O)C2C1 (configuration not stated) | 97.7 | 111.3 | 102.4 | . | 103.6 | 108.7 | 104.8 | 97.1
O=C(Cn1ccc2ccccc21)Nc1ccc(-c2nc3ccccc3s2)cc1 | 38.2 | 100.0 | 94.5 | 97.0 | 103.4 | 95.5 | -50.2* | 107.8
CN(C)c1nc(NCCNS(=O)(=O)c2ccc(C(=O)/C=C/c3ccc(C(F)(F)F)cc3)cc2)nc(Nc2ccc(F)cc2)n1 | -78.6* | 0.2* | 0.0* | 10.1 | -1.1* | -26.2* | -23.6* | -74.2*
Clc1ccc(-n2ncc3c(Cl)nc(Cl)nc32)cc1 | 85.9 | 94.2 | 124.3 | 107.1 | 130.1 | 101.5 | 86.6 | .
CCOC(=O)c1ccc(O)c(O)c1 | 90.3 | 89.3 | 99.3 | 80.6 | 95.2 | . | 107.5 | 93.1
Cc1cc2c(c(C)c1Cl)C(=O)/C(=C/c1ccc(Cl)cc1)O2 | 57.4 | 94.6 | 99.1 | 100.1 | 105.6 | 88.6 | 94.8 | 85.2
Cc1ccccc1NCCC#N | 95.5 | 116.6 | 107.3 | 110.8 | 110.9 | 125.5 | 98.3 | 106.2

Quoted from the listing:
C[C@@H](C(=O)O)c1ccc2c3cc(Cl)ccc3n(Cc3cc(=O)oc4ccc(Cl)cc34)c2c1 in MDA-MB-468 = 112.7
CC1=C(C)CC2C(=O)OC(=O)C2C1 (configuration not stated) in SR = 108.7
